Phagocytosis inh – inhibitors of macrophage phagocytosis, primary screen, imaging, J774A.1 cells, IgG beads. J774A.1 macrophage IgG-bead phagocytosis. inhibition, % at 5 µM. 110,000 compounds, 0.07% hits;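 active = inhibition above the mean of the plate negative controls plus 5 SD, cut at about 13% in these data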;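 also: phagocytic index as fraction of beads internalized from green versus red external bead signal; plate controls were DMSO negative control for no effect and cytochalasin-D positive control for full effect; some results beyond the cut were filed as inactive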
GALR2 blocker – GALR2 antagonists in receptor-expressing cells, primary screen | Galanin receptor type 2 (Homo sapiens), O43603 | antagonist mode | inhibition, % at 4 µM | 140,000 compounds, 0.39% hits; in the data active = inhibition above about 27%;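 also: cells stimulated with galanin 1-16 at roughly its EC80; 0% = agonist challenge control and 100% = basal control without agonist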
Target sequence (O43603 whole entry, looked up): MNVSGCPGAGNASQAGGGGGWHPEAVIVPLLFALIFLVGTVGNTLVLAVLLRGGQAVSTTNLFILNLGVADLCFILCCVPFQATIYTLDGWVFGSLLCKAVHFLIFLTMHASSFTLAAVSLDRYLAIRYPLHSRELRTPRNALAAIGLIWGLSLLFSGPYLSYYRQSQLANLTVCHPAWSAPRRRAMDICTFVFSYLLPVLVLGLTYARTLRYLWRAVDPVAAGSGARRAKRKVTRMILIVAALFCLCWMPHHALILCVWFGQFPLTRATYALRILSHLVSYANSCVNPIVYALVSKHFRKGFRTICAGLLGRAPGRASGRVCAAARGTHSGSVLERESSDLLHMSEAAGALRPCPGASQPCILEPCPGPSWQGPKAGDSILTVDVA
NPY-Y2 antag – NPY-Y2 receptor antagonists, primary screen, cell-based. inhibition, % at 2.7 µM. 140,000 compounds, 0.99% hits. Neuropeptide Y receptor type 2 (Homo sapiens), P49146. AID 793, 2007. NPY-Y2 expressing cells, antagonist mode; in the data active = inhibition above about 17%;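 also: 0% = vehicle with agonist challenge and 100% = reference antagonist with challenge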
Target sequence (P49146 whole entry, looked up): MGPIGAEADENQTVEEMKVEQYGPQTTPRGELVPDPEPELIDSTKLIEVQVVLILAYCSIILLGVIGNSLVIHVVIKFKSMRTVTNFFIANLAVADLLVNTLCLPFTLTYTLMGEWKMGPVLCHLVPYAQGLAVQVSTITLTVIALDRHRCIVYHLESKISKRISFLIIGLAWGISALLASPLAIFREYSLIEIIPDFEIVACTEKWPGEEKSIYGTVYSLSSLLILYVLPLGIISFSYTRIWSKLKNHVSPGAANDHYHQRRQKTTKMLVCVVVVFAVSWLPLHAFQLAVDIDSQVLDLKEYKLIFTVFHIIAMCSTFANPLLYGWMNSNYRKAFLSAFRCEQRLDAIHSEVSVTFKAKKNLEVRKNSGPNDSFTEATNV
Yeast growth inh – growth inhibitors of yeast BB579 in restrictive medium, primary screen, yeast lifespan-shortening project, S. cerevisiae. OD615, 48 h. inhibition, % at 10 µM. 140,000 compounds, 0.51% hits;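 active = inhibition above a set limit, 3 SD over the mean compound inhibition, cut at about 44% in these data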; also: inactives centre near -24
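System: DeaD yeast strain BB579; buffer or medium: CSMM-D dextrose restrictive medium; technique: OD at 615 nm; schedule: 4 h cell preincubation, 48 h compound exposure, 30 °C humidified; doses: single 10 µM dose; controls: amphotericin B 10 µg/mL, positive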
HCT116 bCat-KO – primary screen for growth suppressors in beta-catenin knockout HCT116 cells (colon tumor, human) | AID 818, 2007 | HCT116 beta-catenin knockout viability, CellTiter-Glo, 60 h; hits give low values | viability, % at 10 µM | 140,000 compounds, 1.5% hits;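 active = viability at or under a set limit, the compound median less 4 SD, cut at about 6% in these data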;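 also: 0% = Hyamine 1622 control at 20 µM and 100% = untreated cell control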
Measles CPE – compounds protecting cells from measles virus cytopathic effect, primary screen, measles RdRp inhibitor project, single point, MLSMR library, absorbance | 140,000 compounds, 1.5% hits | Measles virus-infected cells, CPE protection | AID 841, 2007 | protection (pct of control), % at 4 µM; in the data active = protection mostly above about 24%, no sharp cut-off; inactive = mostly below about 26%; also: some compounds called inactive have numbers as strong as hits
MRP1 act – H69AR viability gain despite doxorubicin, primary screen, MRP-1 activator project, H69AR cells, CellTiter-Glo; viability rescue; viability increase, % at 10 µM; 140,000 compounds, 0.61% hits; AID 799, 2007;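 active = viability gain under doxorubicin at or above a set limit, the compound median plus 3 SD, cut at about 4.7% in these data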;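 also: MRP-1 overexpressing cells given doxorubicin 25 µM after compound pretreatment; 18-22 h compound pretreatment then 72 h with doxorubicin before readout; 0% = doxorubicin-only wells and 100% = vehicle-treated cells without doxorubicin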
HCT116 PTEN-null – growth suppression of PTEN-null HCT116, primary screen, cell-based, CellTiter-Glo. HCT116 PTEN-null viability, 60 h; hits give low values. viability, % at 10 µM. 140,000 compounds, 1.2% hits. AID 827, 2007;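 active = viability at or below a set limit, 4 SD under the median of all tested compounds, cut at about 3.7% in these data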;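 also: PTEN knockout HCT116 line with beta catenin targeted HCT116 as companion control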
Yeast lifespan up – compounds extending yeast replicative lifespan, primary screen, S. cerevisiae, OD615; S. cerevisiae growth with nicotinamide; deaD strain in restrictive glucose medium; inhibition of the nicotinamide effect, % at 10 µM; 130,000 compounds, 0.68% hits; AID 775, 2007;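 active = inhibition above a set limit, placed 3 SD over the median of all compounds, cut at about 26% in these data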;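 also: 0% = nicotinamide-treated wells and 100% = cells grown without nicotinamide; some compounds called inactive have numbers as strong as hits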
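Test system – modified budding yeast, DeaD strain · Compound – single dose 10 µM compound, 0.25% DMSO · Times – culture preincubation 4 h, compound exposure 48 h, both 30 °C · Detection – optical density (absorbance) at 615 nm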
E-sel TNF inh – E-selectin induction blockers in HUVEC – imaging, immunofluorescence, high content, primary screen. HUVEC TNFa-induced E-selectin immunofluorescence. inhibition, % at 2 µM. 120,000 compounds, 0.71% hits. AID 1246, 2008;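 active = inhibition above the batch mean plus 3 SD, and confirmed as a hit on visual image review, cut at about 43% in these data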;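 also: 0% = TNF-stimulated DMSO wells and 100% = unstimulated control wells; not every result past the cut was called active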
Active calls of the source: *; x = no result given.

SMILES	Phagocytosis inh	GALR2 blocker	NPY-Y2 antag	Yeast growth inh	HCT116 bCat-KO	Measles CPE	MRP1 act	HCT116 PTEN-null	Yeast lifespan up	E-sel TNF inh
Clc1cccc(CSc2nnc(-c3ccccn3)n2Cc2ccco2)c1	-1	0	20*	-14	47	5	-2.1	52	-6	x
Cc1c(/C(O)=C2/C(=O)C(=O)N(CCN3CCOCC3)C2c2cccs2)cnn1-c1ccccc1 (centres undefined)	-1	-6	1	-5	101	4	0.1	110	-14	9
CC(C)NC(=O)CN(CCc1ccccc1)S(C)(=O)=O	3	-2	-2	11	100	6	-1.9	93	-1	2
COc1ccc(-c2cc(-c3nnc(-c4ccncc4)o3)c3ccccc3n2)cc1	-8	-6	1	-8	90	11	-1.6	79	0	x
COc1ccc(-c2cccc(C(=O)NCC(=O)O)c2)cc1	0	3	-1	-1	93	21	0.0	84	-14	-9
CCOc1ccc(NC(=O)CSc2nnnn2CC(=O)O)cc1	x	10	2	-10	93	10	-2.0	107	-1	-15
COc1ccc2ccccc2c1CN1CCN(C(=O)c2ccccc2)CC1	1	-4	3	-6	93	3	-1.7	85	-7	11
COc1ccc(NC(=O)NCc2ccccn2)cc1	x	13	1	-10	97	17	0.3	100	x	-4
Cc1csc2c(=O)n3c(nc12)CCCCC3	-1	13	-1	-4	99	4	-2.3	100	-5	10
CCn1c(SCC(N)=O)nc2sc3c(c2c1=O)CCCC3	0	8	1	-58	90	4	-0.6	96	-6	-8
CC(C)C1C(C#N)=C(N)Oc2n[nH]c(-c3ccccc3)c21 (centres undefined)	x	-2	0	-44	95	22	-0.6	109	-3	-3
Cc1ccc(CNC(=O)c2nn(C)c(C)c2[N+](=O)[O-])cc1	-5	-12	0	-28	108	3	-2.3	96	2	-3
Cc1c(NC(=O)C2CCN(S(=O)(=O)c3ccc(Cl)cc3)CC2)c(=O)n(-c2ccccc2)n1C	x	-3	-1	-46	83	62*	-1.0	83	-8	-20
COc1ccccc1OCCSc1nnnn1-c1ccc(C)cc1	0	x	x	-6	97	9	-2.3	104	-16	x
Cc1ccc(P(=O)(CC(=O)O)c2ccc(C)cc2)cc1	-3	13	1	-18	103	6	-0.9	110	-5	-2
COc1ccc(/C=N/NC(=O)CO/N=C(\C)c2cccs2)cc1	0	-2	6	-52	98	11	1.0	107	0	-13
CCCOc1ccc(C2C(C(=O)c3ccc(C)o3)=C(O)C(=O)N2Cc2cccnc2)cc1 (centres undefined)	0	-4	1	-15	94	4	-2.6	96	x	7
C=CCN(c1ccccc1Cl)S(=O)(=O)c1cccc(C(=O)NCCc2ccc(OC)cc2)c1	-8	-13	5	-50	59	13	0.1	53	8	x
CC1CCN(c2nc3c(c(=O)n(C)c(=O)n3C)n2Cc2ccccc2)CC1	-1	-2	11	-34	71	13	-0.1	76	-6	-2
Cc1onc(-c2c(Cl)cccc2Cl)c1C(=O)NCCCN1CCOCC1	0	-3	0	-26	87	7	-3.2	89	-2	-7

11 of the compounds above, with bars between the fields:
mol | Phagocytosis inh | GALR2 blocker | NPY-Y2 antag | Yeast growth inh | HCT116 bCat-KO | Measles CPE | MRP1 act | HCT116 PTEN-null | Yeast lifespan up | E-sel TNF inh
CCn1c(SCC(N)=O)nc2sc3c(c2c1=O)CCCC3 | 0 | 8 | 1 | -58 | 90 | 4 | -0.6 | 96 | -6 | -8
CC(C)C1C(C#N)=C(N)Oc2n[nH]c(-c3ccccc3)c21 (centres undefined) | x | -2 | 0 | -44 | 95 | 22 | -0.6 | 109 | -3 | -3
Cc1ccc(CNC(=O)c2nn(C)c(C)c2[N+](=O)[O-])cc1 | -5 | -12 | 0 | -28 | 108 | 3 | -2.3 | 96 | 2 | -3
Cc1c(NC(=O)C2CCN(S(=O)(=O)c3ccc(Cl)cc3)CC2)c(=O)n(-c2ccccc2)n1C | x | -3 | -1 | -46 | 83 | 62* | -1.0 | 83 | -8 | -20
COc1ccccc1OCCSc1nnnn1-c1ccc(C)cc1 | 0 | x | x | -6 | 97 | 9 | -2.3 | 104 | -16 | x
Cc1ccc(P(=O)(CC(=O)O)c2ccc(C)cc2)cc1 | -3 | 13 | 1 | -18 | 103 | 6 | -0.9 | 110 | -5 | -2
COc1ccc(/C=N/NC(=O)CO/N=C(\C)c2cccs2)cc1 | 0 | -2 | 6 | -52 | 98 | 11 | 1.0 | 107 | 0 | -13
CCCOc1ccc(C2C(C(=O)c3ccc(C)o3)=C(O)C(=O)N2Cc2cccnc2)cc1 (centres undefined) | 0 | -4 | 1 | -15 | 94 | 4 | -2.6 | 96 | x | 7
C=CCN(c1ccccc1Cl)S(=O)(=O)c1cccc(C(=O)NCCc2ccc(OC)cc2)c1 | -8 | -13 | 5 | -50 | 59 | 13 | 0.1 | 53 | 8 | x
CC1CCN(c2nc3c(c(=O)n(C)c(=O)n3C)n2Cc2ccccc2)CC1 | -1 | -2 | 11 | -34 | 71 | 13 | -0.1 | 76 | -6 | -2
Cc1onc(-c2c(Cl)cccc2Cl)c1C(=O)NCCCN1CCOCC1 | 0 | -3 | 0 | -26 | 87 | 7 | -3.2 | 89 | -2 | -7

Next part
SMILES	Phagocytosis inh	GALR2 blocker	NPY-Y2 antag	Yeast growth inh	HCT116 bCat-KO	Measles CPE	MRP1 act	HCT116 PTEN-null	Yeast lifespan up	E-sel TNF inh
Cc1ccc(C(=O)Nc2ccc(S(=O)(=O)N3CCc4ccccc43)cc2)o1	-1	3	3	-17	51	33	-3.8	48	-11	16
C=CCSc1nnc(-c2cc3c(-c4ccccc4)nn(C)c3s2)n1C	x	1	2	0	71	4	-4.6	53	-38	-2
CCn1cc([N+](=O)[O-])c(C(=O)Nc2ccc3c(c2)OCCO3)n1	0	3	2	-27	99	29	-1.9	94	-10	-89
Cc1nn(CC(=O)O)c(C)c1C	1	15	1	1	100	4	-1.1	96	-13	x
O=C(Nc1ccc(O)cc1)C1CC=CCC1 (centres undefined)	-2	5	1	-27	88	29	0.0	91	-10	19
Cc1cc(C(=O)N2CCN(c3ncccn3)CC2)cs1	-1	1	0	-12	93	9	-1.1	92	-5	-5
Cc1sc(NC(=O)c2ccccc2)c(C(c2ccc(Cl)cc2)N2CCN(CCO)CC2)c1C (centres undefined)	-2	-3	1	-13	27	5	-4.5	30	7	10
COCc1nnc(SCC(=O)Nc2cccc(Cl)c2C)n1-c1ccccc1	0	-1	2	-19	94	5	-2.0	92	-2	-8
Cc1cccc(C)c1NC(=O)c1cc2c(=O)c3ccccc3oc2nc1C(F)(F)F	2	4	1	-31	66	9	-6.6	38	-15	-28
CCOC(=O)c1cccc(NC(=O)c2ccc(N(C)C)cc2)c1	2	-8	1	-33	104	5	0.8	104	-6	x
O=C(O)c1cc2cc(OCc3ccccc3)ccc2[nH]1	x	-5	-3	-4	79	6	-3.6	92	-28	17
CCCC(=O)Nc1ccc(NC(=O)C2CC2)cn1	0	-6	2	-14	92	15	3.3	91	-4	-9
O=C(Nc1nnc(C2CC2)s1)C1Cc2ccccc2CN1S(=O)(=O)c1cccs1 (centres undefined)	0	-14	-1	-40	68	2	3.5	80	-6	-2
COc1ccc(OC)c(C2=NO[C@@H]3C(=O)N(c4cc(Cl)ccc4OC)C(=O)[C@H]23)c1	0	9	2	-26	92	4	-1.1	95	-7	-14
Cc1nn(-c2ccc(F)cc2)c(Cl)c1/C=C/C(=O)OCC(=O)Nc1c(F)c(F)c(F)c(F)c1F	-4	-2	2	-33	93	0	-3.0	97	-1	-12
N#CC(c1ccc(Cl)cc1)c1ccc(Cl)nn1 (centres undefined)	1	-3	4	-9	66	27	-1.4	62	-9	14
CCOc1ccc2nc(SCCNS(=O)(=O)c3ccccc3)sc2c1	-8	2	3	-42	86	7	-0.5	74	4	-6
CCOC(=O)C1=C(C)N(C)C(C)=C(C(=O)OCC)C1c1cccnc1	x	-10	5	-29	84	9	-1.1	93	-7	18
COc1ccc(C2C=C(c3ccc(Br)cc3)Nc3nc(N4C(=O)CCC4=O)nn32)cc1 (centres undefined)	0	26	1	6	109	13	-1.9	99	-20	-4
COCCNC(=O)C(C)N(c1ccc(Oc2ccccc2)cc1)S(C)(=O)=O (centres undefined)	-1	-2	-3	17	100	2	-0.5	106	-6	-2
CN1CCN(c2nc3c(c(=O)[nH]c(=O)n3C)n2CCSc2nc3ccccc3s2)CC1	x	3	3	-18	103	5	-3.7	101	-2	x
O=C(Nc1ccccc1)c1ccsc1	-2	9	0	-36	95	21	-2.2	99	-2	x
CCOc1ccc(/C=N/NC(=O)C(C)Sc2ccccn2)cc1OCC (centres undefined)	-3	-4	2	-34	98	4	-1.4	103	0	2
Cc1ccn2c(NC(=O)c3ccccc3)c(-c3cccs3)nc2c1	x	9	8	6	76	-1	-1.8	91	-17	-14
COc1ccc(Cn2nnnc2C(c2cc(OC)ccc2OC)N2CCC(C(N)=O)CC2)cc1 (centres undefined)	-2	-1	2	15	95	4	-0.8	86	-6	18
CCOC(=O)c1cnc(SCC(=O)Nc2ccc(NC(C)=O)c(OC)c2)nc1N	-1	12	0	-41	95	8	0.8	103	-5	x
CCOC(=O)C12CNC(=O)C(C(=O)OCC)(CNC1=O)C2	0	6	0	-47	92	6	-0.2	109	-4	35
CCOc1ccc2c(c1)c(N=O)c(O)n2C	-4	11	2	-46	87	3	6.0*	87	4	-10
Cc1nn(S(=O)(=O)c2cccs2)c(C)c1Sc1ccccc1	-1	16	1	-27	75	2	-2.0	85	-11	-60
O=C(NC1CCCC1)C(c1cccs1)N(Cc1ccco1)C(=O)Cn1nnc(-c2cccs2)n1 (centres undefined)	0	-1	9	-40	82	13	0.5	81	11	x
C/C(=N\NC(=O)CCCOc1ccc(Cl)cc1C)c1ccc(C)o1	-1	4	8	-26	80	8	-1.8	91	4	9
COc1ccc(Cl)cc1NC(=O)Nn1cnnc1	-1	-16	1	-8	88	10	-2.2	85	-4	-2
COc1ccccc1-c1c(C)oc2c(CN3CCN(C)CC3)c(O)ccc2c1=O	x	3	1	-37	82	11	-4.1	85	-1	-37
O=C(NCC1CCCO1)C1CC1(c1ccccc1)c1ccccc1 (centres undefined)	-8	-18	2	0	88	25	-1.6	95	-3	x
COc1cccc(NC(=O)CN2CCN(S(=O)(=O)c3ccc(C(C)C)cc3)CC2)c1	-3	-1	3	-15	92	5	-1.9	100	0	1
